hERG rescue = hERG rescue from dofetilide block, primary screen, cell-based, CHO-hERG, FluxOR thallium flux, dofetilide IC70 | activation (rescue from dofetilide block), less the hit threshold, % at 10 µM | dofetilide IC70 present | 310,000 tested, 0.51% active;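 active = activation above the mean of controls blocked by dofetilide plus 5 SD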;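 also: thallium influx through hERG after potassium depolarization seen as dye fluorescence rise; in these data hits start at about 4.7%; inactives centre near -7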
Target sequence (Q12809 whole entry, looked up): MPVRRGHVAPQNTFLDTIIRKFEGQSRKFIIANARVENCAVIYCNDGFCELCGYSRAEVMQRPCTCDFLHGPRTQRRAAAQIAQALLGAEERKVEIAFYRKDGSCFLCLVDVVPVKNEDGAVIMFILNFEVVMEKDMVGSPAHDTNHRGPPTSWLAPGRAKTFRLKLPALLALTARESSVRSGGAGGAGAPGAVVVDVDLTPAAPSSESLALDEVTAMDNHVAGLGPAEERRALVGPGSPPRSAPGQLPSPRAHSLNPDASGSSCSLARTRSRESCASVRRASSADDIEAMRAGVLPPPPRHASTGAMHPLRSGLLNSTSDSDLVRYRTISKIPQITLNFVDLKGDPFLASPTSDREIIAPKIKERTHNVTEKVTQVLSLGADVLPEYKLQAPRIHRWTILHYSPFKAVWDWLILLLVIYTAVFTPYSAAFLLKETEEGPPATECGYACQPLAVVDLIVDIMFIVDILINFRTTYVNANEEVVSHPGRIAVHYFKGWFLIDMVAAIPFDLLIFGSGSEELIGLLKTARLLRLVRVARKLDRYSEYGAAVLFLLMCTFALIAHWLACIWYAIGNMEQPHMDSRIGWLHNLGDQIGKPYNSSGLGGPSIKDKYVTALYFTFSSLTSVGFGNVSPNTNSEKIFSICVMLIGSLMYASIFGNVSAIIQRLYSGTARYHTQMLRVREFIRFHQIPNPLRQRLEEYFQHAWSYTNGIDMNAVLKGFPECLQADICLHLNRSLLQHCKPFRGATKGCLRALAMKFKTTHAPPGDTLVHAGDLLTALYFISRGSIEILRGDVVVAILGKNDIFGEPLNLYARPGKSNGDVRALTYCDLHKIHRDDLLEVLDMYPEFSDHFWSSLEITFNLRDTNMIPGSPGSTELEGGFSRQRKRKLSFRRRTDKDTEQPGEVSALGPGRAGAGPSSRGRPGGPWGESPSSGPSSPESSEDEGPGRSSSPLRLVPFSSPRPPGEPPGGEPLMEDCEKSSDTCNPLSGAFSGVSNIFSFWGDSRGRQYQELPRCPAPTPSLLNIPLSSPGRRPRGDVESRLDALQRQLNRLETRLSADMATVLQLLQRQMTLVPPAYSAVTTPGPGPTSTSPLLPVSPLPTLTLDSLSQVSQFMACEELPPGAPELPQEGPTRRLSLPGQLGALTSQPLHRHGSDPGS
TRPC4 act = activators of mouse TRPC4 channel, primary screen, Fluo4 calcium, HEK293 TRPC4beta/mu-opioid cells; Fluo4 calcium fluorescence; stronger effect = higher value; Short transient receptor potential channel 4 (Mus musculus), Q9QUQ5; B-score at 10 µM; 310,000 tested, 0.49% active; AID 2237, 2010;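 active = B-score above 5 SD of library B-scores, and initial fluorescence ratio not above library mean plus 5 SD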;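 also: positive B-score marks a calcium rise read as TRPC4 activation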
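Material: TRPC4beta and mu-opioid receptor HEK293 stable cells | Incubation: 45 min room-temperature Fluo4 loading, 110 s read | Detection: Kinetic Fluo4 calcium fluorescence | Measure: Integrated baseline-normalised fluorescence ratio, converted to per-well B score | Benchmarks: Low control buffer alone, high control maximal DAMGO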
KCNK3 block = human KCNK3 channel inhibitors, primary screen, CHO cells, FluxOR thallium flux, B-score; AID 602410, 2012; FluxOR fluorescence; stronger effect = lower value; 340,000 tested, 0.84% active; Potassium channel subfamily K member 3 (Homo sapiens), O14649; B-score at 10 µM;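 active = B-score under library mean minus 4 SD, starting fluorescence ratio at most library mean plus 5 SD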;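 also: more negative B-score means stronger inhibition of thallium flux through KCNK3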
Platelet DG rel = inhibitors of platelet dense granule secretion, primary screen, cell-based, MLPCN, human platelets; human platelet-rich plasma, SFLLRN dense granule ATP release, luminescence; AID 1663, 2009; inhibition, %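 (compounds screened at 7.5 µM in platelet-rich plasma)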; 300,000 tested, 0.22% active;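 active = mean replicate score, as percent of positive control, at or above 50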
TRPC4 PAM = positive allosteric modulators of TRPC4, primary screen, cell-based, mouse TRPC4beta, HEK293 mu-opioid, Fluo-4 calcium; DAMGO EC20, Fluo-4 Ca2+ flux; stronger effect = higher value; B-score at 10 µM; 310,000 tested, 0.42% active;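 active = B-score of calcium response area above 5 SD of library B-scores, with initial fluorescence ratio within 5 SD of library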;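 also: B-score of integrated fluorescence ratio over time as area under calcium response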
PolyA inhibitor = polyadenylation inhibitors in yeast reporter cells, primary screen, luminescence, S. cerevisiae. calls only at 12 µM. 300,000 tested, 0.02% active. AID 1875, 2009. S. cerevisiae SKY197-pL101 polyadenylation reporter, beta-gal luminescence; efflux-impaired pdr1/pdr3 knockout yeast; score 100 = 6 SD above DMSO;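 active = lowest replicate activity score at least 50, where 100 means six control SD above control mean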;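 also: yeast exposed to compound for 9 h at 30 °C; higher score means more reporter readthrough which indicates perturbed polyadenylation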
Dyrk1A ADPGlo = rat Dyrk1A kinase inhibitors, primary screen, biochemical, single point, plate reader. 310,000 tested, 0.43% active. AID 504441, 2011. Dual specificity tyrosine-phosphorylation-regulated kinase 1A (Rattus norvegicus), Q63470. ADP-Glo luminescence, NFATc1 peptide. inhibition, % at 12.5 µM; in the data active = inhibition above about 50%;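 also: plate controls were vehicle with enzyme for no effect and no enzyme for full effect; many of its hits are not listed in these tables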
KCNQ1 inh = inhibitors of human KCNQ1 channel, primary screen, cell-based, thallium flux, high-throughput | B-score at 10 µM | CHO-K1 KCNQ1, FluxOR thallium flux fluorescence; stronger effect = higher value | 310,000 tested, 1.3% active;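 active = compounds whose thallium flux B-score, printed positive for inhibition, exceeds three library SD while starting fluorescence stays within three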;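 also: channel opened by potassium depolarization with thallium stimulus after 20 min compound exposure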
KCNQ1 pot = potentiators or activators of KCNQ1 channel, primary screen, cell-based, thallium flux, high-throughput; CHO-K1 KCNQ1, thallium flux FluxOR fluorescence; stronger effect = higher value; B-score at 10 µM; 310,000 tested, 0.35% active; AID 2648, 2010;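 active = fluorescence ratio B-score, a plate-corrected score, at least three library SD, with initial intensity B-score within 5 SD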
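System: CHO-K1 cells stably expressing KCNQ1 / Medium: assay buffer for compound exposure, DMSO matched across wells / Reagent: thallium- and potassium-containing depolarizing buffer / Compound: one concentration, matched DMSO / Incubation: 20 min compound pretreatment at room temperature / Measured by: kinetic FluxOR fluorescence, 10 s baseline plus 110 s post-stimulus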
TRPC4 inh = inhibitors of mouse TRPC4 channel, primary screen, Fluo4 calcium, HEK293 TRPC4beta/mu-opioid cells; Short transient receptor potential channel 4 (Mus musculus), Q9QUQ5; DAMGO-evoked Fluo4 calcium flux; stronger effect = lower value; B-score at 10 µM; 300,000 tested, 0.39% active;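 active = B-score over 3 SD under the library average, no early fluorescence shift, positive overall ratio signal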
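System: stable TRPC4beta/mu-opioid receptor HEK293 cells; Dosing: single-point compound dosing; Measured by: Fluo4 Ca2+ flux fluorescence; Read-out basis: per-well B score of integrated baseline-normalized Fluo4 ratio.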
KCNK9 block = KCNK9 potassium channel inhibitors, primary screen, HEK293 cells, thallium flux | 310,000 tested, 1.2% active | AID 488922, 2010 | FluxOR thallium flux fluorescence; stronger effect = lower value | Potassium channel subfamily K member 9 (Homo sapiens), Q9NPC2 | B-score at 10 µM;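 active = ratio B-score over 3 SD below the library mean, with starting fluorescence within 5 SD of its mean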;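 also: negative B-score means less thallium flux so channel inhibition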
* hit, by the source's call; i = inactive; . = not tested or not shown.

SMILES	hERG rescue	TRPC4 act	KCNK3 block	Platelet DG rel	TRPC4 PAM	PolyA inhibitor	Dyrk1A ADPGlo	KCNQ1 inh	KCNQ1 pot	TRPC4 inh	KCNK9 block
CC1(C)CC(CCC(=O)NC(=S)Nc2ccccc2Cl)C(=O)O1 (centres undefined)	-1	i	i	11	i	i	5	i	i	i	i
COc1ccc(OC)c(/C=N\NC(=O)CSc2nnc(CCCc3ccc(OC)c(C)c3)o2)c1	-6	i	i	4	i	i	0	i	i	i	i
O=S(=O)(Nc1ccc(O)c(NS(=O)(=O)c2ccccc2)c1)c1ccccc1	-15	i	i	6	i	i	6	i	i	i	i
CCNc1nc(NCC)nc(Oc2ccc(C(=O)OC)cc2)n1	-12	i	i	-2	i	i	5	i	i	i	i
COc1ccc(OCCCC(=O)Nc2cc([N+](=O)[O-])ccc2C)cc1	2	i	i	1	i	i	.	i	i	i	i
CC(C)c1nnc(NC(=O)Cc2ccc(Br)cc2)s1	-4	i	i	-2	i	i	-4	i	i	i	i
O=C1/C(=C/c2cccnc2)SC(=S)N1c1ccc(F)cc1	-4	i	i	3	i	i	.	i	i	i	i
CN(CC(=O)Nc1ccc(F)cc1[N+](=O)[O-])Cc1ccccc1	-8	i	i	-6	i	i	-6	i	i	i	i
Cc1ccc(/C=N/Nc2ccc(F)cc2)s1	-5	i	i	6	i	i	-4	i	i	i	i
O=C(Cc1cccs1)N1CCN=C1SCc1cccc(F)c1	-14	i	i	9	i	i	18	i	i	i	i
Cc1nn(C)cc1CN(C)C(=O)c1ccc(OC2CCN(Cc3ccccn3)CC2)cc1	-6	i	i	-5	i	i	-2	i	i	i	i
O=C(CCC(=O)c1cccs1)OCC(=O)c1ccc(Cl)s1	-3	i	i	3	i	i	-4	i	i	i	i
N/C(=N\c1nc2ccccc2o1)NC(=O)c1cccc(Cl)c1	-6	i	i	-1	i	i	.	i	i	i	i
CC(=O)O[C@@H]1[C@H](OC(=O)CC(C)C)c2c(ccc3ccc(=O)oc23)OC1(C)C	-10	i	i	-1	i	i	2	i	i	i	i
O=C(O)CCSCC(=O)Nc1c(C(=O)C2CC2)oc2ccccc12	-8	i	i	7	i	i	-2	i	i	i	i
Cc1ccc(-n2nc(C(N)=O)nc2-c2ccccc2)cc1	-3	i	i	5	i	i	.	i	i	i	i
COC(=O)c1cc(C(=O)c2c(C)cc3ccccn23)cc([N+](=O)[O-])c1	-11	i	i	2	i	i	1	i	i	i	i
COC(=O)Cn1c(C)c(C#N)c2ccccc21	-4	i	i	5	i	i	18	i	i	i	i
O=C(NC1CCCc2ccccc21)C1CCN(S(=O)(=O)c2cnc[nH]2)CC1 (centres undefined)	-9	i	i	-1	i	i	3	i	i	i	i
Cc1ccc(NS(=O)(=O)c2ccc(-c3ccc(=O)[nH]n3)o2)cc1N(C)C	-8	i	i	-20	i	i	-1	i	i	i	i

A draw from above in order of length of the SMILES, smallest number first:
SMILES	hERG rescue	TRPC4 act	KCNK3 block	Platelet DG rel	TRPC4 PAM	PolyA inhibitor	Dyrk1A ADPGlo	KCNQ1 inh	KCNQ1 pot	TRPC4 inh	KCNK9 block
N/C(=N\c1nc2ccccc2o1)NC(=O)c1cccc(Cl)c1	-6	i	i	-1	i	i	.	i	i	i	i
O=C(O)CCSCC(=O)Nc1c(C(=O)C2CC2)oc2ccccc12	-8	i	i	7	i	i	-2	i	i	i	i
Cc1nn(C)cc1CN(C)C(=O)c1ccc(OC2CCN(Cc3ccccn3)CC2)cc1	-6	i	i	-5	i	i	-2	i	i	i	i

(continued)
SMILES	hERG rescue	TRPC4 act	KCNK3 block	Platelet DG rel	TRPC4 PAM	PolyA inhibitor	Dyrk1A ADPGlo	KCNQ1 inh	KCNQ1 pot	TRPC4 inh	KCNK9 block
O=C(CC1SC(=Nc2ccccc2)N(CCCCO)C1=O)NCc1ccccc1 (centres undefined)	-4	i	i	-1	i	i	8	i	i	i	i
Cc1nnc2n1N=CC=C(c1ccccc1)S2	-8	i	i	12	i	i	-4	i	i	i	i
COc1ccc(NC(=O)COC(=O)c2cc(OC)c(OC)c(OC)c2)c([N+](=O)[O-])c1	-9	i	i	1	i	i	0	i	i	i	i
CC(C)C(NC(=O)c1cccnc1)C(=O)O (centres undefined)	-4	i	i	-4	i	i	1	i	i	i	i
COc1ccc2oc(C(=O)OCC(=O)N3CCCCC3)c(C)c2c1	-16	i	i	0	i	i	5	i	i	i	i
CCOC(=O)N1CCC(c2cc(=O)n(-c3ccccc3)[nH]2)CC1	-8	i	i	-3	i	i	2	i	i	i	i
CC[C@H](NC(=O)c1c(C)c(-c2ccccc2)nc2ccccc12)c1ccccc1	-6	i	i	-1	i	i	8	i	i	i	i
Oc1c(Cl)cc(Cl)cc1/C=N/NC(=S)NC1CC2C=CC1C2 (centres undefined)	-10	i	i	-12	i	i	.	i	i	i	i
Cc1cc(Cl)ccc1NC(=S)NC1CCCC1	-8	i	i	-1	i	i	1	i	i	i	i
CCN(Cc1ccncc1)Cc1ccc(OC)c(OC)c1	-3	i	i	-2	i	i	6	i	i	i	i
Oc1ccc(CNc2ccccc2O)cc1	-6	i	i	4	i	i	-5	i	i	i	i
Cc1cccc(NC(=O)CCNS(=O)(=O)c2ccc(Cl)cc2)c1	-4	i	i	3	i	i	-6	i	i	i	i
CCC(C)/C(C)=N/Nc1ccc(S(N)(=O)=O)cc1[N+](=O)[O-] (centres undefined)	-11	i	i	18	i	i	.	i	i	i	i
CCN(CC(=O)Nc1c(F)cccc1F)C(=O)C1CCN(C(=O)c2ccc(F)cc2)CC1	-9	i	i	7	i	i	-1	i	i	i	i
NC(=O)NOCc1ccccc1	-8	i	i	-3	i	i	3	i	i	i	i
O=C(NC1CCN(Cc2ccccc2)CC1)C1CCN(S(=O)(=O)c2ccc(Cl)cc2)CC1	-8	i	i	2	i	i	-3	i	i	i	i
CN1C(=O)c2cccc3c(S(=O)(=O)N(C)C)ccc1c23	-7	i	i	1	i	i	-3	i	i	i	i
CCC(=O)N(CCc1ccccc1C)Cc1cc2ccc(C)cc2[nH]c1=O	-1	i	i	1	i	i	.	i	i	i	i
COc1ccc(N=C2SC(CC(=O)Nc3ccc(F)cc3)C(=O)N2Cc2ccco2)cc1 (centres undefined)	-11	i	i	-9	i	i	0	i	i	i	i
COc1ccc(CNC(=O)CSc2n[nH]c(N)n2)cc1	-6	i	i	-2	i	i	-1	i	i	i	i
Cc1cccc(NC(=O)c2sc(C)nc2C)c1	-8	i	i	4	i	i	0	i	i	i	i
O=C(NNC(=O)c1sc2ccccc2c1Cl)Nc1ccc(Cl)cc1	-10	i	i	0	i	i	7	i	i	i	i
Cc1oc(-c2cccc(Cl)c2)nc1CS(=O)(=O)CC(=O)NCCN1CCOCC1	-6	i	i	6	i	i	-2	i	i	i	i
Cc1ccc(-n2c(C)csc2=N)cc1	-2	i	i	3	i	i	5	i	i	.	i
COc1ccc(C(=O)Oc2cccc(/C=N/NC(N)=S)c2)cc1	-10	i	i	5	i	i	1	i	i	i	i
CC(NC(=O)/C(C#N)=C/c1ccc(C(=O)O)cc1)c1ccccc1 (centres undefined)	-12	i	i	0	i	i	0	i	i	i	i
COc1ccc2cc1Oc1ccc(cc1)CC1c3c(cc(OC)c4c3Oc3cc5c(cc3O4)CCNC5C2)CCN1C (centres undefined)	-20	i	i	0	i	i	-16	9*	i	i	i
COC(=O)CN1C(=O)S/C(=C/c2ccc(N3CCCCC3)o2)C1=O	-11	i	i	0	i	i	5	i	i	i	i
CN(C)c1ccc(C(=O)Nc2nc3c(s2)CCCC3)cc1	-18	i	i	20	i	i	35	i	i	i	i
Oc1ccc(N=Nc2nc(-c3ccccc3)c(-c3ccccc3)[nH]2)cc1	-22	i	i	0	i	i	1	i	i	i	-7.4*
COc1ccc(C2CC(c3cccs3)=Nc3ccccc3S2)cc1 (centres undefined)	-2	i	i	0	i	i	-4	i	i	i	-12*
Cc1c(OC(C)C(=O)NCCN2CCOCC2)ccc2c(-c3ccccc3)cc(=O)oc12 (centres undefined)	-9	i	i	1	i	i	-2	i	i	i	i
O=C(C1CC1)N1CCN(c2ccnc3cc(Cl)ccc23)CC1	-11	i	i	-3	i	i	32	i	i	i	i

Full records, quoted from the list. Order of screens: hERG rescue	TRPC4 act	KCNK3 block	Platelet DG rel	TRPC4 PAM	PolyA inhibitor	Dyrk1A ADPGlo	KCNQ1 inh	KCNQ1 pot	TRPC4 inh	KCNK9 block
Cc1cccc(NC(=O)c2sc(C)nc2C)c1 reads -8	i	i	4	i	i	0	i	i	i	i
COc1ccc(C2CC(c3cccs3)=Nc3ccccc3S2)cc1 (centres undefined) reads -2	i	i	0	i	i	-4	i	i	i	-12*
Cc1c(OC(C)C(=O)NCCN2CCOCC2)ccc2c(-c3ccccc3)cc(=O)oc12 (centres undefined) reads -9	i	i	1	i	i	-2	i	i	i	i
O=C(C1CC1)N1CCN(c2ccnc3cc(Cl)ccc23)CC1 reads -11	i	i	-3	i	i	32	i	i	i	i
CC(NC(=O)/C(C#N)=C/c1ccc(C(=O)O)cc1)c1ccccc1 (centres undefined) reads -12	i	i	0	i	i	0	i	i	i	i

High-throughput results: PubChem, several laboratories

The list is partial, so the mix of outcomes need not match the whole.
